# Bioassay records (PubChem)
# H9c2 TAG inh – inhibitors of triacylglycerol accumulation, primary screen, cell-based, uHTS, fluorescence, H9c2; hit rate 0.66% among 230,000; inhibition, % at 12.5 µM; AID 651582, 2012; H9c2 cells, Nile Red lipid (TAG) fluorescence; cells loaded with 200 µM oleic acid;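 active = pattern-corrected inhibition of lipid staining of at least 50% with the nuclear-stain viability signal not falling by more than 50%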;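 note: 0% = DMSO wells and 100% = triacsin C control wells; some results filed as inactive read as strong as hits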
# H9c2 TAG inh DAPI viability – further read-out of H9c2 TAG inh, marked with its call; DAPI nuclei signal change (viability), lower = more cytotoxic, %;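 whole-well DAPI fluorescence read on a plate reader as a viability signal; minus 50 percent equals half of cells still viable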
# Starred values were filed as active, the others as inactive. The list is partial, so the mix of outcomes need not match the whole.
# The line under a structure holds: H9c2 TAG inh DAPI viability	H9c2 TAG inh
- CC1(C)Cc2cccc(Oc3ccc(S(=O)(=O)N4CCCC4)cn3)c2O1
    1	9
- CN(C)C(CNC(=O)c1cc(S(=O)(=O)N(C)Cc2ccccc2)ccc1Cl)c1ccco1 (configuration not stated)
    11	-3
- COC(=O)c1cn(C(=O)c2cc(C)cc(C)c2)c2ccccc12
    1	-4
- O=C(CSc1ccccc1C(=O)O)NC1CCCCCC1
    0	1
- Cc1ccc(S(=O)(=O)N2CCN(C(=O)CSc3nnc(-c4ccco4)o3)CC2)cc1
    30	-19
- Cc1ccc(C)c(NC(=O)Cn2cnc3c(oc4ccccc43)c2=O)c1
    5	4
- CN(CC(=O)Nc1ccc(F)c(F)c1F)C(=O)c1ccc(=O)[nH]c1
    -16	21
- COc1cccc(NC(=S)N(Cc2ccc(Cl)cc2)Cc2ccc(C(=O)O)cc2)c1
    10	9
- COC(=O)c1sc2ccc(C)cc2c1C(=O)OC
    -11	14
- Cn1nc(C(=O)OCC(=O)NC2CCS(=O)(=O)C2)c2ccccc2c1=O (configuration not stated)
    8	-7
- O=C(/C=C/c1ccccc1Cl)Nc1ccc(S(=O)(=O)Nc2ncccn2)cc1
    -1	-4
- Cc1cc(N2CCOCC2)n2cc(-c3ccccc3)nc2n1
    -2	3
- Cc1[nH]c2ccccc2c1/C=N/NC(=O)CCC(=O)Nc1ccccc1
    10	-5
- CCOC(=O)C(=O)N(C)c1c(CC)nc2c(OCc3ccccc3C)cccn12
    1	3
- CC1=C(C(=O)N2CCOCC2)CC(CC(=O)NC2CCCC2)C(=O)N1CCCN1CCCC1=O (configuration not stated)
    4	13
- O=C(CNC(=O)C1CCCCC1)OCC(=O)c1cccc(Cl)c1
    0	-5
- CCC1CCCCN1Cc1nc2c(c(=O)n(C)c(=O)n2C)n1CC(C)C (configuration not stated)
    -2	-11
- O=C(Nc1ccc2[nH]c(=O)[nH]c2c1)Nc1ccc(F)cc1F
    -9	13
- COc1cc(OC)c(OC)cc1CN1CCN(S(=O)(=O)c2ccc(NC(C)=O)cc2)CC1
    7	2
- CCOC(=O)C1CCN(C(=O)CN(c2ccc3c(c2)OCO3)S(C)(=O)=O)CC1
    5	-5
- CC1(C)Cc2ccccc2-c2nc(NCCO)n(-c3ccccc3)c(=O)c21
    7	-6
- COc1ccccc1NC(=O)COc1ccc(C(F)(F)F)cc1[N+](=O)[O-]
    -15	9
- c1ccc(COc2ncnc3c2ncn3CCCNCCN2CCOCC2)cc1
    3	0
- CCCCn1c(Cc2ccccc2)n[nH]c1=S
    -4	7
- O=C1CCCc2ccc3ccccc3c21
    -5	-13
- O=C(O)c1cccc(-n2cccc2C=C2C(=O)c3ccccc3C2=O)c1
    -13	10
- CC1(C)CC(=O)C=C(c2cccc3c2sc2ccccc23)C1
    2	-30
- Cc1ccc(-n2c(C)cc(C(=O)CN3C(=O)C(=O)N(C4CCCC4)C3=O)c2C)cc1
    7	-4
- Cc1nc2ccccc2c(=O)n1NC(=O)c1cc(Br)ccc1Cl
    2	-9
- COCCNC(=O)CC(=O)N/N=C/c1cccc(C(=O)OC)c1
    -1	0
- CC(=O)c1ccc(NC(=O)Oc2ccccc2)cc1
    -4	5
- COc1ccc(C(CNC(=O)c2ccc(OCC3CCCO3)cc2)N2CCOCC2)cc1 (configuration not stated)
    -2	2
- CCOc1ccccc1NC(=O)N1CCC(C(=O)c2ccc(F)cc2)CC1
    0	49
- O=C(/C=C/c1ccccc1)Nc1cccnc1Cl
    1	-6
- CCCC(=O)N1CCC1(C)C(=O)NCc1ccc(SC)cc1 (configuration not stated)
    2	-8
- COc1cc(/C=N/NC(=O)C2c3ccccc3Oc3ccccc32)ccc1O
    4	1
- CCOC(=O)C1=C(c2cccc(Oc3ccccc3)c2)NC(=S)NC1C (configuration not stated)
    -7	-15
- COc1ccccc1C(CC(=O)c1ccccc1)CC(=O)c1ccccc1
    -8	-7
- CCN1CCN(C(=O)CN(C)S(=O)(=O)c2ccc3ccccc3c2)CC1
    -10	7
- CCNC(=O)C1(C)CCN1CCS(=O)(=O)c1ccc(C)cc1 (configuration not stated)
    1	-5

# 4 structures already listed, arranged by SMILES length, highest first:
# The line under a structure holds: H9c2 TAG inh DAPI viability	H9c2 TAG inh
- CCN1CCN(C(=O)CN(C)S(=O)(=O)c2ccc3ccccc3c2)CC1
    -10	7
- COc1cc(/C=N/NC(=O)C2c3ccccc3Oc3ccccc32)ccc1O
    4	1
- CCOc1ccccc1NC(=O)N1CCC(C(=O)c2ccc(F)cc2)CC1
    0	49
- CC(=O)c1ccc(NC(=O)Oc2ccccc2)cc1
    -4	5

# Further records follow:
# The line under a structure holds: H9c2 TAG inh DAPI viability	H9c2 TAG inh
- CCN(CC)S(=O)(=O)c1ccc2oc(C(=O)O)c(C)c2c1
    1	-10
- O=C(Cc1cccc(F)c1F)NC1CCCN(Cc2ccc(Cl)cc2)C1 (configuration not stated)
    3	-15
- CCOC(=O)c1cc(C(=O)c2cc(Cl)ccc2O)coc1=N
    -3	-5
- CCOc1ccc(C2=CSC3=NCCN23)cc1Cl
    0	0
- Cc1ccc2c(c1)CN1CN2Cc2cc(C)ccc21
    12	-14
- CC(=O)Nc1ccc(S(=O)(=O)N(CC(=O)NCC2CCCO2)Cc2ccccc2Cl)cc1 (configuration not stated)
    3	-9
- CCOc1ccc(CNC(=O)c2ccc(Sc3ccc(Cl)cc3)c(NC(C)=O)c2)cc1OC
    -5	2
- COc1ccccc1OCCNC(=O)C1CC(=O)N(c2ccc3c(c2)OCCO3)C1 (configuration not stated)
    -2	-2
- COc1ccc(OCCC(=O)N2CCCCC2)cc1
    17	-16
- COc1ccc(-c2cc(C(F)(F)F)n3ncc(C(=O)O)c3n2)cc1OC
    7	-10
- CNC(=O)c1cc2c(s1)-c1ccccc1CC2
    23	7
- O=C(O)CCc1nn2c3ccccc3n(Cc3ccccc3F)c2nc1=O
    -3	6
- Cc1[nH]c2ccccc2c1C(=O)C(=O)N1c2ccccc2CC1C (configuration not stated)
    2	-26
- CCOc1ccc2nc(NCCNC(=O)C(C)C)c(C)cc2c1
    40	5
- Cn1c(SCC(=O)Nc2ccccc2)nc2c([nH]c3ccccc32)c1=O
    -4	8
- Cc1cccc(C)c1NC(=S)NNc1ncc(C(F)(F)F)cc1Cl
    -2	-14
- Nc1nnc(SCC(=O)c2ccco2)s1
    -2	7
- CN1CCN(C(=O)c2cnn(-c3ccccc3)c2NC(=O)c2ccccc2F)CC1
    6	-11
- COc1ccccc1N1CCN(S(=O)(=O)c2cnc[nH]2)CC1
    5	8
- O=[N+]([O-])c1ccc(S(=O)(=O)CC(CN2CCOCC2)N2CCOCC2)cc1 (configuration not stated)
    1	6
- C[C@H](CO)N1C[C@H](C)[C@@H](CN(C)S(=O)(=O)c2cccs2)Oc2ccc(NC(=O)Nc3ccc4c(c3)OCO4)cc2C1=O
    5	2
- CC(C)(C)CC(C)(C)NCC(=O)Nc1c2c(nc3ccccc13)CCC2
    6	-5
- NC(c1csc(Nc2ccc(C(=O)c3ccccc3)cc2)n1)c1ccccc1Cl (configuration not stated)
    32	13
- Cc1ccc([C@H]2N[C@]3(CCCN(Cc4ccc(C(F)(F)F)cc4)C3=O)[C@H]3C(=O)N(Cc4ccccc4)C(=O)[C@@H]23)cc1
    1	9
- CCOC(=O)C1(CCCc2ccccc2)CCN(C(=O)c2cncs2)CC1
    -5	-7
- CC(C)CNC(=S)N1CCC(c2nc(-c3ccc(F)cc3)no2)CC1
    -2	-6
- O=S(=O)(c1ccc(Cl)cc1)N1CCC(n2cccc2)CC1
    9	-9
- COc1ccc(Cl)cc1NC(=O)c1cc(-c2cc(C)ccc2O)n[nH]1
    1	14
- COc1ccc(CNC(=O)C[C@H]2C[C@H](C(=O)N(C(C)C)C(C)C)[C@@]3(C)c4[nH]c5cc(CCC(=O)N(C)C)ccc5c4CCN3C2=O)cc1OC
    -2	-10
- CCc1ccc(NC(=O)C(=O)NCC2CCCN2S(=O)(=O)c2ccccc2)cc1 (configuration not stated)
    -8	-24
- O=C(O)Cn1nnc2ccccc21
    1	0
- COc1cccc(C(=O)CSc2nnc(CNc3nc(-c4ccccc4)cs3)n2C)c1
    0	1
- COc1ccc(CC(=O)NCCc2ccc3c(c2)OCO3)cc1OC
    -1	11
- Cc1ccc(C(=O)OC(C)C(=O)N(C)C2CCCCC2)cc1S(=O)(=O)N1CCCCC1 (configuration not stated)
    -5	-19
- COc1ccc2c(c1)OC[C@H]1[C@@H]2N2C(=O)CNC(=O)[C@@]2(C)[C@H]1c1ccccc1
    -2	-27
- CCN(CC)c1ccc(NC(=O)c2c(OC)cccc2OC)c(C)c1
    1	-34
- CC1(C)Cc2cccc(C(=O)NCc3ccco3)c2O1
    -4	-4
- CC(=O)Nc1cccc(NC(=O)CSc2ncc(C(=O)Nc3ccccc3)c(=O)n2C)c1
    1	1
- O=C(CSc1nnc(Cc2ccccc2)o1)N1CCc2ccccc21
    2	-3
- Cc1ccc(S(=O)(=O)N2CCC(NC(=O)c3cccc(F)c3)CC2)cc1
    -6	14
- O=C(NCc1cn(-c2ccccc2)nc1-c1ccccc1)c1cc([N+](=O)[O-])cc([N+](=O)[O-])c1
    -1	14
- O=C(O)CCC(=O)N1CCN(c2ccc(C(=O)c3ccc(F)cc3)cc2)CC1
    8	-5
- N#Cc1c(-c2ccccc2)c(-c2ccccc2)nn(CC(=O)NNC(=O)Nc2ccc(Cl)c(Cl)c2)c1=O
    10	9
- O=C(CSc1nnc(-c2ccccn2)n1Cc1ccco1)c1ccc(Cl)cc1
    14	-16
- O=C(Nc1nc2ccccc2s1)C1CC(=O)N(c2ccc(F)cc2)C1 (configuration not stated)
    -2	3
- COC(=O)C1C(O)=C(C=NCc2ccccc2)C(=O)CC1(C)C (configuration not stated)
    15	-8
- C[C@H](CO)N1C[C@H](C)[C@@H](CN(C)C(=O)NC2CCCCC2)Oc2ccc(NS(=O)(=O)c3ccccc3)cc2C1=O
    -2	8
- CCN(CC)S(=O)(=O)c1cccc(-c2nnc(SCC(=O)c3ccc(Cl)s3)n2C)c1
    -6	-1
- Cc1nn2c(N)c(C#N)cnc2c1-c1ccc(Cl)cc1
    7	-6
- CCCc1cc(=O)[nH]c(SCC(=O)Nc2ccc([N+](=O)[O-])cc2C#N)n1
    0	10

# (further entries)
# The line under a structure holds: H9c2 TAG inh DAPI viability	H9c2 TAG inh
- Cn1cnnc1SCC(=O)NC1CCCN(Cc2ccc(Cl)cc2)C1 (configuration not stated)
    15	11
- CCc1ccc(OCC(=O)Nc2ncn[nH]2)cc1
    -1	-8
- O=C(CSc1ccccc1C(=O)O)Nc1ccc2c(c1)OCO2
    -8	-12
- COc1ccc(-c2nc(N3CCCCCC3)sc2C(=O)c2ccccc2)cc1
    14	-1
- CCP(=O)(CC)c1cccc(N)c1
    -6	12
- CC1Cc2ccccc2N1C(=S)NC1CCCC1 (configuration not stated)
    3	-2
- C[C@H](CO)N1C[C@H](C)[C@@H](CN(C)Cc2ccc(-c3ccccc3)cc2)OCc2cnnn2CCCC1=O
    -1	2
- CCCC(C)C(=O)Nc1cc([N+](=O)[O-])ccc1Cl (configuration not stated)
    -7	1
- O=C(c1ccccc1)N1CCN(c2cc(-c3ccccc3)nc3cc(-c4cccc(Cl)c4)nn23)CC1
    133	50
- O=C(OCc1cn([C@@H]2C[C@H](c3ccc(Cl)cc3)N(CC3CCCCC3)C[C@H]2O)nn1)c1ccccc1
    7	-27
- Cc1onc(-c2c(F)cccc2Cl)c1C(=O)OCC(=O)NCc1ccco1
    -5	0
- Cc1ccc(S(=O)(=O)NCC(=O)OCC(=O)Nc2cccc(S(=O)(=O)NC3=NCCCCC3)c2)cc1
    3	-11
- COC(=O)c1c(NC(=O)CC2NCCNC2=O)sc2c1CCCC2 (configuration not stated)
    -3	8
- Cc1nonc1C(=O)N/N=C/c1ccccc1
    -5	2
- CN(C)c1ccc(-c2nc3n(n2)C(c2cccnc2)C2=C(CC(C)(C)CC2=O)N3)cc1 (configuration not stated)
    4	7
- CC(=O)c1ccc(NC(=O)CN2CCCC2)cc1
    6	-1
- CN(Cc1nc(Cc2ccccc2F)no1)CC1(N2CCOCC2)CCCCC1
    1	-13
- Cc1ccc(C(C)C)c(OCC(=O)Nc2cccc(S(=O)(=O)NC3=NCCCCC3)c2)c1
    6	-11
- O=C(CSc1nccc(=O)[nH]1)c1cc2ccccc2o1
    -6	2
- CSc1ccccc1OCc1cc(C(=O)N[C@H]2CCCCNC2=O)no1
    5	-8
- Cc1c(NC(=O)Cn2cc([N+](=O)[O-])cn2)c(=O)n(-c2ccccc2)n1C
    -7	13
- COc1cc(C=NN2CCCCC2)cc(OC)c1OC
    11	11
- COc1cccc(C(=O)Nc2ccc(NC(=O)c3ccco3)nc2)c1
    -1	14
- CCN(CC)S(=O)(=O)c1ccc(OC(C)C)c(N)c1
    -4	13
- Cc1n[nH]c(C)c1S(=O)(=O)N1CCCC(C(=O)NCc2cccs2)C1 (configuration not stated)
    7	-2
- Cc1nn(Cc2ccc(Cl)cc2Cl)c(Cl)c1/C=C/C(=O)OCC(=O)NCC(F)(F)F
    0	8
- CCN(C(=O)COC(=O)c1cc(-c2ccccc2)nn1-c1ccccc1)C1CCS(=O)(=O)C1 (configuration not stated)
    9	-10
- C=CC[C@@H](CC(=O)N[C@H](CO)Cc1ccccc1)C(=O)N[C@H](COC(=O)[C@@H](CC=C)CC(=O)OC(C)(C)C)Cc1c[nH]c2ccccc12
    0	-3
- CSc1ccccc1NC(=O)CN(C)CC(=O)c1[nH]c(C)c(C(C)=O)c1C
    7	-16
- C=CCOC(=O)C1=C[C@H](c2ccccc2)[C@@H](CCCO)[C@H](OCC)O1
    0	-3
- Cc1ccc(C2C3C(=O)N(c4ccc(C)cc4)C(=O)C3N3CCCN23)cc1 (configuration not stated)
    -10	3
